PrPC TRFRET: cell surface PrPC inhibition, primary TR-FRET screen. P04156. TR-FRET read-out. inhibition, % at 13.8 µM. 0.43% of 370,000 active; in the data active = inhibition above about 24%; note: 0% = median of the test wells and 100% = reference compound wells
DUSP3 inh: blocks human VHR1 dual specificity phosphatase; AID 1654; inhibition, % at 13.3 µM; P51452; recombinant VHR phosphatase, pNPP absorbance; 0.52% of 290,000 active; in the data active = inhibition above about 50%; note: some compounds called inactive have numbers as strong as hits
Target sequence (P51452 whole entry, looked up): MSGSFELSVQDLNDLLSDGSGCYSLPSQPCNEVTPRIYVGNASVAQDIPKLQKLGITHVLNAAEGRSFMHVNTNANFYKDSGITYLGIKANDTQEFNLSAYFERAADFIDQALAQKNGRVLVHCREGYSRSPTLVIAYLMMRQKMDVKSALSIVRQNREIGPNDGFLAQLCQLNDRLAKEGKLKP
TcdB GH inh: inhibitors of Clostridioides difficile toxin B glycohydrolase; AID 652162; inhibition, % at 9.99 µM; TcdB glycohydrolase enzymatic assay, plate reader; P18177; 0.24% of 350,000 active; in the data active = inhibition above about 10%
Y pestis TopoI: inhibitors of Yersinia pestis topoisomerase I | Y. pestis Topo-I cleavage product accumulation, plate reader | activity, % at 10 µM | 0.064% of 360,000 active; in the data active = activity above about 50%, passing the limit was not always enough; note: inactives centre near 2
BH1578 lux ind: quorum light induction in luxS cqsA deficient V. cholerae. 0.16% of 350,000 active. AID 588436. V. cholerae BH1578 lux reporter, luminescence, 6 h. activation, % at 18.7 µM; in the data active = activation mostly above about 9.7%, no sharp cut-off; note: not every result past the cut was called active; inactives centre near 0; reference of the scale not given here
CCHFV vOTU inh: CCHFV vOTU protease inhibition. Pep-AMC fluorescence. inhibition, % at 11.5 µM. 0.55% of 370,000 active; in the data active = inhibition above about 30%; note: 0% = vehicle wells with enzyme and 100% = no enzyme wells
PriA SSB inh: K. pneumoniae PriA-SSBct interaction inhibition | AlphaScreen SSBct-PriA binding, biotinylated peptide | inhibition, % at 33 µM | 0.6% of 430,000 active; in the data active = inhibition mostly above about 37%, no sharp cut-off; inactive = mostly below about 20%;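 note: plate controls were negative control peptide for no effect and reference peptide for full effect; strong numbers were not always called active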
Rv3671c protease: inhibitors of M. tuberculosis serine protease Rv3671c. P9WHR9. 0.048% of 320,000 active. inhibition, % at 5.96 µM. AID 2606; in the data active = inhibition above about 38%;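 note: extracellular domain of Rv3671c used as enzyme; 0% = enzyme with DMSO and 100% = no enzyme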
Target sequence (P9WHR9 whole entry, looked up, the tested form may be a part): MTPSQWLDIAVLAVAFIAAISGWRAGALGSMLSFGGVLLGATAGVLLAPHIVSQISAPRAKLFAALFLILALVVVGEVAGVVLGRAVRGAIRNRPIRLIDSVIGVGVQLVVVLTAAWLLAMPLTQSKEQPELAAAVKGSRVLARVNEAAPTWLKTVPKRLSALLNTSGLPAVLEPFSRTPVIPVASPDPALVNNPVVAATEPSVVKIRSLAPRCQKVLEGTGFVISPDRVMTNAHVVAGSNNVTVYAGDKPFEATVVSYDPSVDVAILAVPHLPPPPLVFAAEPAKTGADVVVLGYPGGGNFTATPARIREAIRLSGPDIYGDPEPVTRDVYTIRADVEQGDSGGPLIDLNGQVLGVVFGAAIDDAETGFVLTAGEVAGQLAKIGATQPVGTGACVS
MazF activator: MazEF (E. coli) toxin RNase activation; P0AE70; FAM/BHQ RNA-DNA oligo cleavage fluorescence, 5 h; 0.32% of 350,000 active; activation, % at 20 µM; AID 504720; in the data active = activation above about 50%
Target sequence (P0AE70 whole entry, looked up): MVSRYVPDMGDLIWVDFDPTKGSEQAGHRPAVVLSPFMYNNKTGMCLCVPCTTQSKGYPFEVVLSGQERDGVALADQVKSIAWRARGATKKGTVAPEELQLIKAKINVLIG
SARS 3CLpro inh: SARS-CoV 3CLpro protease inhibition; 0.14% of 290,000 active; inhibition, % at 6 µM; recombinant SARS-CoV 3CLpro, quenched FRET peptide cleavage; P0C6X7; in the data active = inhibition above about 12%
* marks the source's active call; other numbers are inactive results; i = inactive; · = not tested or not shown; & = joins results of further samples.

No.	compound	PrPC TRFRET	DUSP3 inh	TcdB GH inh	Y pestis TopoI	BH1578 lux ind	CCHFV vOTU inh	PriA SSB inh	Rv3671c protease	MazF activator	SARS 3CLpro inh
1	CCc1ccc(NC(=O)N2CCCCCC2)cc1	1	28	0.7	2	i	5	-5	-1	1	-1
2	CCN1CCN(CC(=O)n2c3c(c4ccccc42)CC(C)CC3)CC1 (stereo unspecified)	0	16	·	-1	i	4	-16	3	17	-2
3	COc1ccccc1C(=O)N/C(=C\c1cn(C)c2ccccc12)C(=O)NCCCn1ccnc1	-2	-9	-0.8	13	i	10	0	-1	4	4
4	CCOC(=O)N1CCN(C(=O)c2cnn(-c3ccccc3)c2NC(=O)c2ccccc2F)CC1	-1	50	1.7	-2	i	4	-4	0	7	·
5	CC1CCCCC1NC(=O)CO/N=C/c1ccc(OC(F)F)cc1 (stereo unspecified)	-3	-3	-2.5	-1	-0.3	-7	·	1	1	1
6	CC1(C)O[C@@H]2[C@H](O1)[C@@H](COS(=O)(=O)O)O[C@H]2n1cnc2c(=O)[nH]cnc21	-6	·	0.4	4	-1.1	10	-5	13	14	·
7	CCCCN1C(=O)C2C3C=CC(C2C1=O)C1C2C(=O)N(CCCC)C(=O)C2C31 (stereo unspecified)	-2	-4	·	-8	-0.3	-3	-14	-4	-1	-1
8	Cn1ccc(NS(=O)(=O)c2cc(Br)ccc2Br)n1	6	·	1.4	2	-0.7	4	-12	-4	6	·
9	Cc1ccccc1C(=O)NC(CC(C)C)C(=O)NN1C(=O)c2ccccc2C1=O (stereo unspecified)	2	17	-0.1	1	0.7	-1	-12	11	-9	2
10	COC(=O)CCCNC(=O)CC1C(=O)NCCN1Cc1ccoc1 (stereo unspecified)	-5	-1	1.0	-4	-0.5	8	-21	7	3	0
11	COc1ccc(C(=O)c2sc3nc(C)cc(-c4cccs4)c3c2N)cc1OC	0	-10	0.8	35	-0.5	9	-85	-10	-320	-2
12	COC(=O)Nc1ccccc1C(=O)N1CCCCC1	5	30	·	9	·	-10	-4	-4	-3	-6
13	CC(C)OCP(=O)(c1ccccc1)c1ccccc1	-2	19	·	0	-0.7	10	1	-7	-9	0
14	Cc1cc(C)c(NC(=O)CC(C)(C)C)c(Cl)c1	3	30	·	2	i	3	-12	5	9	1
15	Cc1ccc(S(=O)(=O)N2CCC(C(=O)NC3CCCC3)CC2)cc1Cl	13	-11	-1.5	4	-0.5	1	-5	-4	5	0
16	CC(C)NC(=O)c1ccc(-n2c(=S)[nH]c3ccccc3c2=O)cc1	15	22	-0.7	·	·	-19	·	-6	·	-7
17	COc1ccc(OCCCC(=O)Nc2ccc3c(c2)OCCO3)cc1	4	-6	·	8	-0.9	2	6	-7	-2	-6
18	CC1(C(=O)Nc2ccc(Cl)c(C(F)(F)F)c2)Cc2c(-c3ccc4c(c3)OCO4)ccnc2O1 (stereo unspecified)	-4	·	-0.5	3	i	14	·	·	·	·
19	CCCOc1ccc(C(=O)NCCO)cc1	5	9	·	3	2.8	13	-6	4	7	-3
20	COc1ccc(/C=N/NC(=O)Cc2csc(Nc3cccc(C(F)(F)F)c3)n2)c(OC)c1	-8	24	·	17	-2.4	11	·	-13	13	2

In another format: 14 of the compounds above.
The line under a structure holds: PrPC TRFRET, DUSP3 inh, TcdB GH inh, Y pestis TopoI, BH1578 lux ind, CCHFV vOTU inh, PriA SSB inh, Rv3671c protease, MazF activator, SARS 3CLpro inh
1	CCc1ccc(NC(=O)N2CCCCCC2)cc1
 : 1, 28, 0.7, 2, i, 5, -5, -1, 1, -1
2	CCN1CCN(CC(=O)n2c3c(c4ccccc42)CC(C)CC3)CC1 (stereo unspecified)
 : 0, 16, ·, -1, i, 4, -16, 3, 17, -2
3	COc1ccccc1C(=O)N/C(=C\c1cn(C)c2ccccc12)C(=O)NCCCn1ccnc1
 : -2, -9, -0.8, 13, i, 10, 0, -1, 4, 4
4	CCOC(=O)N1CCN(C(=O)c2cnn(-c3ccccc3)c2NC(=O)c2ccccc2F)CC1
 : -1, 50, 1.7, -2, i, 4, -4, 0, 7, ·
5	CC1CCCCC1NC(=O)CO/N=C/c1ccc(OC(F)F)cc1 (stereo unspecified)
 : -3, -3, -2.5, -1, -0.3, -7, ·, 1, 1, 1
6	CC1(C)O[C@@H]2[C@H](O1)[C@@H](COS(=O)(=O)O)O[C@H]2n1cnc2c(=O)[nH]cnc21
 : -6, ·, 0.4, 4, -1.1, 10, -5, 13, 14, ·
7	CCCCN1C(=O)C2C3C=CC(C2C1=O)C1C2C(=O)N(CCCC)C(=O)C2C31 (stereo unspecified)
 : -2, -4, ·, -8, -0.3, -3, -14, -4, -1, -1
8	Cn1ccc(NS(=O)(=O)c2cc(Br)ccc2Br)n1
 : 6, ·, 1.4, 2, -0.7, 4, -12, -4, 6, ·
9	Cc1ccccc1C(=O)NC(CC(C)C)C(=O)NN1C(=O)c2ccccc2C1=O (stereo unspecified)
 : 2, 17, -0.1, 1, 0.7, -1, -12, 11, -9, 2
10	COC(=O)CCCNC(=O)CC1C(=O)NCCN1Cc1ccoc1 (stereo unspecified)
 : -5, -1, 1.0, -4, -0.5, 8, -21, 7, 3, 0
11	COc1ccc(C(=O)c2sc3nc(C)cc(-c4cccs4)c3c2N)cc1OC
 : 0, -10, 0.8, 35, -0.5, 9, -85, -10, -320, -2
12	COC(=O)Nc1ccccc1C(=O)N1CCCCC1
 : 5, 30, ·, 9, ·, -10, -4, -4, -3, -6
13	CC(C)OCP(=O)(c1ccccc1)c1ccccc1
 : -2, 19, ·, 0, -0.7, 10, 1, -7, -9, 0
14	Cc1cc(C)c(NC(=O)CC(C)(C)C)c(Cl)c1
 : 3, 30, ·, 2, i, 3, -12, 5, 9, 1

Following part:
No.	compound	PrPC TRFRET	DUSP3 inh	TcdB GH inh	Y pestis TopoI	BH1578 lux ind	CCHFV vOTU inh	PriA SSB inh	Rv3671c protease	MazF activator	SARS 3CLpro inh
21	COc1ccccc1C(=O)OCc1ccc2sc(C)nc2c1	-4	17	0.5	40	-0.2	7	-8	-2	-1	3
22	CN(C)S(=O)(=O)c1ccc(N2CCCC2)c(C(=O)Nc2nc3ccccc3s2)c1	61*	-7	1.3	7	-1.0	-12	5	-3	-6	5
23	COc1ccc(S(=O)(=O)N2CCCC2CNC(=O)C(=O)NCc2ccc3c(c2)OCO3)cc1 (stereo unspecified)	1	·	2.8	15	-0.9	3	-5	-8	-7	·
24	O=C(NCc1ccc(F)cc1)c1ccc2c(c1)S(=O)(=O)c1ccccc1C2=O	-32	·	·	-1	2.4	1	24	1	7	·
25	CN1CCN(c2nc3ccccc3c(=O)n2-c2ccccc2)CC1	-1	-9	-0.2	-3	-0.2	4	-1	-6	3	7
26	CCOc1ncccc1C(=O)NNC(=O)c1csc(N2CCOCC2)n1	-3	·	1.2	-7	0.0	0	-1	-2	4	·
27	CCOC(=O)C1=C(C)N(c2ccc(C)c(C)c2)C(=O)/C1=C\c1ccco1	-11	-4	·	5	-3.3	-13	10	5	0	-3
28	COc1cccc2c1cc1c(=O)n(CC(=O)NCCCN3CCCCC3)nc(C)n12	·	27	·	3	-0.2	·	-13	1	12	2
29	CCN1CCN(C(=O)c2cc(COc3ccc(F)c(F)c3)on2)[C@@H](C)C1=O	7	·	0.2	-7	-0.8	0	·	·	7	·
30	Cc1cc(/C=N/NC(N)=S)c(C)n1-c1cccc(Cl)c1	-1	30	0.9	-1	-2.0	9	·	-2	-5	5
31	O=C1c2cccc3c([N+](=O)[O-])ccc(c23)C(=O)N1CCc1ccccn1	0	0	0.8	-4	-0.2	-6	6	4	3	1
32	CCOCCOC(=O)c1ccc(NC(=O)C2COc3ccccc3O2)cc1 (stereo unspecified)	-4	29	1.9	4	0.9	-6	-36	-10	5	2
33	Cc1cccc(-n2ncc(C(=O)NC3CCCC3)c2C2CCN(C(=O)OC(C)(C)C)CC2)c1	2	-37	2.4	19	-0.4	-10	-10	-4	2	4
34	Cc1nc(N)nc(-c2ccccc2O)n1	2	0	·	2	17*	11	-11	0	1	-1
35	COP(=O)(OC)C1(Nc2ccc(C)cc2)CCCCC1	6	-8	·	-2	5.9	-1	-11	12	-2	0
36	Clc1ccc(OCCn2ccnc2)cc1Cl	9	-18	-4.5	5	0.4	4	-6	15	4	3
37	Cc1ccc(CNC(=O)C2CCC(=O)N(Cc3ccc(Cl)cc3)C2)cc1F (stereo unspecified)	-6	-4	-0.2	26	-0.5	6	-1	·	-4	-2
38	CC(C)(C)c1ccc(OCCCCCCN2CCNCC2)cc1	-13	·	1.0	1	7.1	11	1	7	31	·
39	CC(=O)c1ccc(S(=O)(=O)NC2CC(=O)N(c3ccc(C)cc3)C2)cc1 (stereo unspecified)	-5	·	-0.8	-1	-0.5	7	-3&-5	-4	0	·
40	O=C(COC(=O)CN1C(=O)c2cccc([N+](=O)[O-])c2C1=O)NC1CCS(=O)(=O)C1 (stereo unspecified)	-1	12	0.5	-4	-0.2	7	-9	6	10	3
41	COC(=O)c1nnn(-c2cc(Cl)cc(Cl)c2)c1C(=O)OC	-1	-11	1.7	-2	-0.4	-7	-14	0	4	-1
42	CCc1cc(=O)oc2cc(C)cc(OCC(=O)N3CCC(C(=O)NC(C)C)(c4ccccc4)CC3)c12	1	12	1.4	29	-0.2	-15	-1	1	4	0
43	CCOc1ccc(NS(=O)(=O)c2ccc(NC(=S)NC(=O)CC(C)C)cc2)cc1	4	10	·	8	i	19	0	-32	8	-1
44	COc1ccc(NC(=S)NCc2ccc3c(c2)OCO3)cc1	9	-5	1.2	5	-0.8	9	-1	-3	5	2
45	COc1ccc(S(=O)(=O)N2CCOc3ccccc32)cc1	7	-2	1.7	0	i	-3	-5	-5	-6	-4
46	COC(=O)c1cc2occc2n1CC(=O)Nc1ccc(OC)c(OC)c1OC	-7	6	·	2	-1.5	-15	-11	2	10	-1
47	C=C(C)[C@@H]1CC=C(C(=O)O)CC1	3	6	2.4	1	-0.6	-3	-2	-5	9	·
48	Cc1c(-n2c(SCC(C)C)nc3ccccc3c2=O)c(=O)n(-c2ccccc2)n1C	7	7	0.5	11	-1.3	-8	3	1	14	0
49	COc1ccccc1-n1cnc2cc(NCc3cccs3)ccc21	24	33	·	12	i	10	14	10	-2	2
50	OC[C@@H]1CCCN1Cc1nc(-c2cccs2)no1	4	5	0.2	-3	-0.3	-8	-1	-6	4	5
51	O=C(Nc1ncn[nH]1)c1ccccc1O	-6	5	-0.3	1	-0.3	-23	-4	3	3	-3
52	O=C(CSc1ccc2nnc(-c3ccncc3)n2n1)Nc1ccccc1F	3	19	5.0	-7	-0.2	-5	-4&-16	5	1	-3
53	O=C(CSCC(=O)c1ccccc1)Nc1ccccc1Cl	-3	24	·	14	-0.4	6	-11	2	4	-2
54	CC(C)CN(C(=O)COC(=O)C12CC3CC(CC(Cl)(C3)C1)C2)c1c(N)n(Cc2ccccc2)c(=O)[nH]c1=O	7	·	-0.1	-8	i	-9	-7	1	-6	·
55	COc1ccc(C(=O)N/N=C/c2sc3ccccc3c2O)cc1	·	-7	·	-3	i	·	·	7	-53	0
56	CN1C(=O)NC(=O)/C(=C\C=C\c2ccccc2[N+](=O)[O-])C1=O	-3	13	-1.0	·	·	-3	-7	-4	-4	8
57	CCN1CCN(c2cc(N3CCN(C(=O)c4ccco4)CC3)c3c4c(onc24)-c2ccccc2C3=O)CC1	·	5	·	2	i	·	76*	1	0	-3
58	C/C(=N\NC(=O)c1cc2c(s1)CCC(C)C2)c1ccncc1 (stereo unspecified)	0	2	0.5	-1	-0.3	5	·	-11	-2	11
59	Nc1nonc1-n1nnc(C(=O)N/N=C/c2ccncc2)c1-c1ccccc1	3	15	-0.1	-7	-0.9	-12	·	-4	0	-6
60	COc1nnc(-c2ccc(N3CCCCC3)c(NC(C)=O)c2)c2ccccc12	-2	28	·	32	i	-3	-20	-4	-1	-7
61	CC12CCC(=O)N1C(C(=O)Nc1cccc3ccccc13)CS2 (stereo unspecified)	-2	16	·	5	-0.2	11	0	10	10	·

Source: PubChem

Some of the compounds tested; the hit share may differ from the screen's.
